From PubChem
Arrestin-AP2 inh – inhibitors of beta-arrestin/AP2 binding, primary screen, biochemical, GPCR trafficking, flow cytometry. beta-arrestin 1 C-terminal peptide binding to AP2 beta2-adaptin appendage (human). FITC-arrestin peptide / GST-AP2 beads; AP2 beta2 appendage carries R879A mutation. inhibition, % at 10 µM. 0.31% of 340,000 active. AID 504490, 2011;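 active means inhibition above a set limit, near 3 SD of compounds lacking own fluorescence, cut at about 54% in these data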;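 further: plate controls were DMSO wells for no effect and 5 µM unlabelled arrestin peptide for full effect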
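System: GST-AP2 R879A glutathione beads. Medium: PBS with 0.05% Tween 20 and 0.1% BSA. Also added: FITC-arrestin peptide, 50 nM. Incubation: 12 min plus 1 h, RT. Measured by: high-throughput flow cytometry of beads, ex 488, em 535 nm. Evaluation: percent drop in bead-associated FITC signal.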
SR-BI HDL uptake – inhibitors of SR-BI mediated HDL lipid uptake, primary screen, ldlA[mSR-BI] cells, fluorescence, single point. Scavenger receptor class B member 1 (Mus musculus), Q61009. ldlA[mSR-BI] CHO cells, DiI-HDL uptake fluorescence, 3 h. inhibition, % at 12.5 µM. 0.96% of 320,000 active;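 active means mean replicate inhibition of at least 70% and a set share of replicates each scoring 70 or more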;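 further: 0% = median of neutral control wells and 100% = median of positive control wells; values of inactives mirror those of a sister screen read the other way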
PKA-R2B activ – activators of PKA-R2B holoenzyme, primary screen, biochemical, fluorescence polarization, Cy5-IP20, human | 0.079% of 340,000 active | activation, % at 11.4 µM | PKA-R2B holoenzyme dissociation; R2B truncated from residue 108, S112A mutant; 0% DMSO only, 100% 113 µM cGMP | cAMP-dependent protein kinase catalytic subunit beta (Homo sapiens) + cAMP-dependent …;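 active means activation above a cutoff set at the mean over all compounds plus 3 SD, cut at about 18% in these data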;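 further: higher means more holoenzyme dissociation and a rise in polarization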
Target sequence (P31323 whole entry, looked up, other chains not shown, the tested form may be a part): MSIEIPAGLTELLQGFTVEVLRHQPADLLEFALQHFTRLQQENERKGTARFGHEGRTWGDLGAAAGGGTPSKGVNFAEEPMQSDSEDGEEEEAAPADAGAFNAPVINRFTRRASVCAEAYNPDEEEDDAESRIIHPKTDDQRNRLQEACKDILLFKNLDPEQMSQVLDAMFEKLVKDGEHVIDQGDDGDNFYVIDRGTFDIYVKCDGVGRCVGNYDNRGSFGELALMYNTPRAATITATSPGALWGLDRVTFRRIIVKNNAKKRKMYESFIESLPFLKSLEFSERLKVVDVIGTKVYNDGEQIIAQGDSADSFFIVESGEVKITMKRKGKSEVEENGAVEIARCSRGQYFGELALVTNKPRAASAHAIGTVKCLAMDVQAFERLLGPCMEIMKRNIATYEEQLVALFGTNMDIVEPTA
Keap1 Nrf2 FP – Keap1-Nrf2 protein-protein interaction inhibitors, primary screen, biochemical, fluorescence polarization, single point; Kelch-like ECH-associated protein 1 (Homo sapiens), Q14145; Keap1 Kelch-Nrf2 peptide fluorescence polarization, 1536-well; inhibition, % at 9.4 µM; 0.15% of 340,000 active; AID 504523, 2011; in the data active means inhibition above about 12%;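 further: human Keap1 Kelch domain with fluorescein labeled Nrf2 9mer peptide probe; 0% = neutral control wells and 100% = peptide positive control; higher means more block of Keap1 binding to Nrf2 peptide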
Target sequence (Q14145 whole entry, looked up, the tested form may be a part): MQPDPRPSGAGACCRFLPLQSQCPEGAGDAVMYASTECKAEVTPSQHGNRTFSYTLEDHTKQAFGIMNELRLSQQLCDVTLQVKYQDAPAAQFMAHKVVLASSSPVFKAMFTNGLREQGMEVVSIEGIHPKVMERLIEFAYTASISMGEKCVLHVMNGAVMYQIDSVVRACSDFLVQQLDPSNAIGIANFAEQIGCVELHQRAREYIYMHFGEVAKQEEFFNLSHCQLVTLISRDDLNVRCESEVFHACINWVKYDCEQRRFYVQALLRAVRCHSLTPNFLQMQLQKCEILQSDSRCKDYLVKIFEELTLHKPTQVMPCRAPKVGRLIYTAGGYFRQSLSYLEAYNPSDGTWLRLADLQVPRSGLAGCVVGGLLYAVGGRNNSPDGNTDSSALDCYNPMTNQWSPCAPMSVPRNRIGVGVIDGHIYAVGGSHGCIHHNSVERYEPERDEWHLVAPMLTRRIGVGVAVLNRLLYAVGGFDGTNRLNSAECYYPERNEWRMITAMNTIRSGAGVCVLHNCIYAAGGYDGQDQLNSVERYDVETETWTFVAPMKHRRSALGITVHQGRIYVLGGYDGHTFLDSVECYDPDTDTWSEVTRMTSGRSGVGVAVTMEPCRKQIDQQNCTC
DAGLB inhibitor – DAGLB lipase inhibitors, primary screen, biochemical, fluorescence, HTS. Diacylglycerol lipase-beta (Homo sapiens), Q8NCG7. HEK293T DAGLB membrane lysate, EnzChek fluorogenic substrate. inhibition, % at 5.17 µM. 0.059% of 340,000 active; in the data active means inhibition above about 34%;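 further: 0% = enzyme with vehicle and 100% = wells lacking enzyme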
LANA DNA inh – inhibitors of KSHV C-LANA binding to DNA, primary screen, biochemical, fluorescence polarization, FAM-LBS DNA, MBP-C-LANA, single point; Kaposi's sarcoma herpesvirus LANA C-terminal domain (residues 932-1162) DNA binding; inhibition, % at 9 µM; 0.078% of 340,000 active; AID 504423, 2011;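 active means highest replicate inhibition at or above 60% at 9 µM, even if other replicates fall short; inactive means all replicates below 60% inhibition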;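 further: 0% = neutral control wells and 100% = 4 µM acridine orange control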
SR-BI uptake up – activators of SR-BI mediated DiI-HDL uptake, primary screen, ldlA[mSR-BI] CHO cells, DiI fluorescence. 0.096% of 320,000 active. AID 504775, 2011. 3 h; 100 = double the neutral-control signal. activation, % at 12.5 µM;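 active means mean replicate activation of at least 60% and every replicate at or above 60%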;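 further: 0% = median plate neutral-control signal and 100% = twice that signal; values of inactives mirror those of a sister screen read the other way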
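material = CHO ldlA[mSR-BI] cells | medium = Ham's F12 with 0.5% BSA, HEPES 25 mM, pH 7.4 | reagent = fluorescent DiI-HDL, 10 µg/mL final | compound dosing = single-point compound dose | incubation = 3 h, 37 °C | measured by = bottom-read fluorescence, 550/595 nm | measure = HDL uptake via cellular fluorescence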
Cardiac RTF inh – cardiac RTF calcium sensitivity inhibitors, primary screen, biochemical, IANBD-TnC fluorescence, EC70 calcium. Troponin I, cardiac muscle (Homo sapiens) + Troponin T, cardiac muscle (Homo sapiens) + …. IANBD-labeled cardiac RTF, Ca2+ fluorescence. inhibition, % at 7.15 µM. 0.12% of 340,000 active;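 active means inhibition above the mean inhibition of all tested compounds plus 3 SD, cut at about 17% in these data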;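 further: assay run at fixed EC70 calcium of 1.6 mM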
NSD2 HMT inh – NSD2 histone methyltransferase inhibitors, primary screen, biochemical, AlphaScreen, single concentration, set 2. 0.54% of 310,000 active. NSD2 peptide methylation, 120 min. AID 743445, 2014. Histone-lysine N-methyltransferase NSD2 (Homo sapiens), O96028. inhibition, % at 12.5 µM; in the data active means inhibition above about 50%
PvdQ inh – P. aeruginosa PvdQ acylase inhibitors, primary screen, biochemical, fluorescence, plate reader and imaging, single point; 0.063% of 340,000 active; AID 488965, 2010; purified PvdQ acylase; inhibition, % at 10 µM; in the data active means inhibition above about 30%, passing the limit was not always enough;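 further: 0% = vehicle neutral wells and 100% = reference inhibitor wells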
Numbers without * were called inactive.

Sample of the layout (2 entries):
How did Nc1cc(Cl)cc2c1-c1ccc(Cl)cc1C2O (stereo not drawn) do in these assays?
Arrestin-AP2 inh: -6; SR-BI HDL uptake: 23; PKA-R2B activ: 5; Keap1 Nrf2 FP: 1; DAGLB inhibitor: 5; LANA DNA inh: 2.4; SR-BI uptake up: -23; Cardiac RTF inh: -7; NSD2 HMT inh: -2; PvdQ inh: -18

How did CN(Cc1ccc(F)cc1)C(=O)c1cc(COc2ccc(-n3cncn3)cc2)on1 do in these assays?
Arrestin-AP2 inh: -14; SR-BI HDL uptake: 6; PKA-R2B activ: -21; Keap1 Nrf2 FP: -4; DAGLB inhibitor: 0; LANA DNA inh: 0.3; SR-BI uptake up: -6; Cardiac RTF inh: -3; NSD2 HMT inh: 4; PvdQ inh: -13

The list itself, from the start:
How did Nc1cc(Cl)cc2c1-c1ccc(Cl)cc1C2O (stereo not drawn) do in these assays?
Arrestin-AP2 inh: -6; SR-BI HDL uptake: 23; PKA-R2B activ: 5; Keap1 Nrf2 FP: 1; DAGLB inhibitor: 5; LANA DNA inh: 2.4; SR-BI uptake up: -23; Cardiac RTF inh: -7; NSD2 HMT inh: -2; PvdQ inh: -18

How did CN(Cc1ccc(F)cc1)C(=O)c1cc(COc2ccc(-n3cncn3)cc2)on1 do in these assays?
Arrestin-AP2 inh: -14; SR-BI HDL uptake: 6; PKA-R2B activ: -21; Keap1 Nrf2 FP: -4; DAGLB inhibitor: 0; LANA DNA inh: 0.3; SR-BI uptake up: -6; Cardiac RTF inh: -3; NSD2 HMT inh: 4; PvdQ inh: -13

What do the screens show for `Cn1nnnc1Sc1ncnc2scc(-c3cc4ccccc4o3)c12`?
Arrestin-AP2 inh: 3; SR-BI HDL uptake: -1; PKA-R2B activ: 10; Keap1 Nrf2 FP: -7; DAGLB inhibitor: -3; LANA DNA inh: -1.7; SR-BI uptake up: 1; Cardiac RTF inh: -11; PvdQ inh: -16

How did Fc1ccc(Cn2nnnc2CN2CCN(C3CCCCC3)CC2)cc1 do in these assays?
Arrestin-AP2 inh: -5; SR-BI HDL uptake: -9; PKA-R2B activ: 2; Keap1 Nrf2 FP: -2; DAGLB inhibitor: 1; LANA DNA inh: 0.9; SR-BI uptake up: 9; Cardiac RTF inh: -6; NSD2 HMT inh: 3; PvdQ inh: -16

Results for CC(C)CC(=O)Nc1nnc(SCC(=O)Nc2ccc3c(c2)OCO3)s1 ?
Arrestin-AP2 inh: -9; SR-BI HDL uptake: -26; PKA-R2B activ: 0; Keap1 Nrf2 FP: 0; DAGLB inhibitor: -1; LANA DNA inh: 1.3; SR-BI uptake up: 26; Cardiac RTF inh: -2; NSD2 HMT inh: 0; PvdQ inh: -14

How did O=C1OC(Nc2ccc(Br)cn2)c2ccccc21 (stereo not drawn) do in these assays?
Arrestin-AP2 inh: 27; SR-BI HDL uptake: -54; PKA-R2B activ: 2; Keap1 Nrf2 FP: 4; DAGLB inhibitor: 2; LANA DNA inh: 0.0; SR-BI uptake up: 54; Cardiac RTF inh: 2; NSD2 HMT inh: 1; PvdQ inh: -7

What do the screens show for `COc1ccccc1Cn1c(/C=C/c2ccccc2)nc2ccccc21`?
Arrestin-AP2 inh: -2; SR-BI HDL uptake: 19; PKA-R2B activ: 1; Keap1 Nrf2 FP: 3; DAGLB inhibitor: -8; LANA DNA inh: 2.1; SR-BI uptake up: -19; Cardiac RTF inh: -5; NSD2 HMT inh: -6; PvdQ inh: -8

How did CC1=CC(=C(C#N)C#N)C=C(C)N1Cc1ccc(Cl)cc1 do in these assays?
Arrestin-AP2 inh: 0; SR-BI HDL uptake: 2; PKA-R2B activ: -11; Keap1 Nrf2 FP: -6; DAGLB inhibitor: -2; LANA DNA inh: 1.1; SR-BI uptake up: -2; Cardiac RTF inh: -13; NSD2 HMT inh: -1; PvdQ inh: -19

How did O=C(NCCOc1ccccc1Cl)C(=O)NCCOc1ccccc1Cl do in these assays?
Arrestin-AP2 inh: 20; SR-BI HDL uptake: -7; PKA-R2B activ: -11; Keap1 Nrf2 FP: -5; DAGLB inhibitor: -6; LANA DNA inh: -2.7; SR-BI uptake up: 7; Cardiac RTF inh: 3; NSD2 HMT inh: -3; PvdQ inh: -3

Results for COc1cc2c3c(c1)C1(C(=O)N3C(C)(C)C=C2C)C(C#N)=C(N)Oc2cc(O)ccc21 (stereo not drawn) ?
Arrestin-AP2 inh: 7; SR-BI HDL uptake: 8; PKA-R2B activ: -8; Keap1 Nrf2 FP: -1; DAGLB inhibitor: 5; LANA DNA inh: 0.8; SR-BI uptake up: -8; Cardiac RTF inh: -8; NSD2 HMT inh: 19; PvdQ inh: 12

Results for Cc1cc(=O)oc(C)c1C(=O)N1CCCc2ccccc21 ?
Arrestin-AP2 inh: 15; SR-BI HDL uptake: -9; PKA-R2B activ: -12; Keap1 Nrf2 FP: 2; DAGLB inhibitor: 0; LANA DNA inh: 0.7; SR-BI uptake up: 9; Cardiac RTF inh: 0; NSD2 HMT inh: -4; PvdQ inh: 3

How did CCCCNc1cc(=O)n(C)c(=O)[nH]1 do in these assays?
Arrestin-AP2 inh: 5; SR-BI HDL uptake: -6; PKA-R2B activ: 7; Keap1 Nrf2 FP: -1; DAGLB inhibitor: 0; LANA DNA inh: -2.0; SR-BI uptake up: 6; Cardiac RTF inh: -8; PvdQ inh: -6

Results for COc1ccccc1C1CC(=O)Oc2c(C(C)C)ccc(C)c21 (stereo not drawn) ?
Arrestin-AP2 inh: 34; SR-BI HDL uptake: 23; PKA-R2B activ: 8; Keap1 Nrf2 FP: 6; DAGLB inhibitor: -11; LANA DNA inh: 3.0; SR-BI uptake up: -23; Cardiac RTF inh: -1; PvdQ inh: 1

What do the screens show for `CC1=NOC2(C1)/C(=N/O)CCC/C2=N\O` (stereo not drawn)?
Arrestin-AP2 inh: 10; SR-BI HDL uptake: -10; PKA-R2B activ: -1; Keap1 Nrf2 FP: -3; DAGLB inhibitor: 1; LANA DNA inh: -1.3; SR-BI uptake up: 10; Cardiac RTF inh: -1; NSD2 HMT inh: -11; PvdQ inh: -18

How did CCCN1CCC(N2CCN(c3cccc(C(F)(F)F)c3)CC2)CC1 do in these assays?
Arrestin-AP2 inh: 8; SR-BI HDL uptake: -33; PKA-R2B activ: -2; Keap1 Nrf2 FP: -1; DAGLB inhibitor: 3; LANA DNA inh: -1.0; SR-BI uptake up: 33; Cardiac RTF inh: -9; NSD2 HMT inh: 10; PvdQ inh: -12

How did COc1ccc(S(=O)(=O)N[C@@H](C)C(=O)OCC(=O)Nc2cc3oc4ccccc4c3cc2OC)cc1 do in these assays?
Arrestin-AP2 inh: -3; SR-BI HDL uptake: 45; PKA-R2B activ: -1; Keap1 Nrf2 FP: -4; DAGLB inhibitor: -2; LANA DNA inh: -0.6; SR-BI uptake up: -45; Cardiac RTF inh: -18; NSD2 HMT inh: -5; PvdQ inh: -6

Results for Cc1cc(C(=O)N(C)CC2CCCN(CCc3ccc(F)cc3)C2)c(C)o1 (stereo not drawn) ?
Arrestin-AP2 inh: 26; SR-BI HDL uptake: -33; PKA-R2B activ: -15; Keap1 Nrf2 FP: -1; DAGLB inhibitor: -2; LANA DNA inh: -0.9; SR-BI uptake up: 33; Cardiac RTF inh: -4; NSD2 HMT inh: 0; PvdQ inh: 11

Results for O=C(NC(=S)NCC1CCCO1)c1ccccc1 (stereo not drawn) ?
Arrestin-AP2 inh: -2; SR-BI HDL uptake: -7; PKA-R2B activ: -9; Keap1 Nrf2 FP: -3; DAGLB inhibitor: 0; LANA DNA inh: 0.0; SR-BI uptake up: 7; Cardiac RTF inh: 6; NSD2 HMT inh: -1; PvdQ inh: 0

Results for Brc1ccc(-c2csc(NNC3=NCCCCC3)n2)cc1 ?
Arrestin-AP2 inh: -2; SR-BI HDL uptake: 41; PKA-R2B activ: -6; Keap1 Nrf2 FP: -4; DAGLB inhibitor: 2; LANA DNA inh: 0.3; SR-BI uptake up: -41; Cardiac RTF inh: 1; PvdQ inh: -21

How did CCOC(=O)C1CN(S(=O)(=O)c2ccccc2)CCN1S(=O)(=O)c1ccccc1 (stereo not drawn) do in these assays?
Arrestin-AP2 inh: -2; SR-BI HDL uptake: 5; PKA-R2B activ: -8; Keap1 Nrf2 FP: 1; DAGLB inhibitor: -5; LANA DNA inh: 0.5; SR-BI uptake up: -5; Cardiac RTF inh: -6; NSD2 HMT inh: -2; PvdQ inh: -12

Results for Cc1ccc(S(=O)(=O)N2CCOCC2)cc1C(=O)N1CCOCC1 ?
Arrestin-AP2 inh: 21; SR-BI HDL uptake: -1; PKA-R2B activ: -3; Keap1 Nrf2 FP: 0; DAGLB inhibitor: 2; LANA DNA inh: 1.5; SR-BI uptake up: 1; Cardiac RTF inh: 1; NSD2 HMT inh: -4; PvdQ inh: 6

What do the screens show for `N#CC1=C(N)C(C#N)(C#N)C(c2ccc[nH]2)C2CCCC=C12` (stereo not drawn)?
Arrestin-AP2 inh: -6; SR-BI HDL uptake: -43; PKA-R2B activ: -3; Keap1 Nrf2 FP: -3; DAGLB inhibitor: -1; LANA DNA inh: 14; SR-BI uptake up: 43; Cardiac RTF inh: -35; NSD2 HMT inh: 7; PvdQ inh: -8

What do the screens show for `Cc1cc(C(=O)Nc2ccccc2Cl)c2ccccc2n1`?
Arrestin-AP2 inh: -10; SR-BI HDL uptake: 23; PKA-R2B activ: -3; Keap1 Nrf2 FP: 1; DAGLB inhibitor: -2; LANA DNA inh: -1.3; SR-BI uptake up: -23; Cardiac RTF inh: -7; NSD2 HMT inh: -4; PvdQ inh: -5
